# Menin-MLL TR inh: menin-MLL binding inhibition, Texas Red mutant peptide; AID 1768; Potency, µM (series often up to 61.6 µM), for inactives: at the highest dose FP activity change, negative = inhibition, usual class: inhibitors; Menin + Texas Red MLL mutant peptide, fluorescence polarization; O00255; 270,000 tested, 0.23% active; active = well fitted inhibition curve with a large enough effect in the polarisation, with a control signal flat, not every such curve was filed as active; inconclusive = small, poorly fitted or top-dose-only effect, or effect the other way, or a change in a side signal; inactive = no such curve, though single readings can be large or run the other way; the % refers to the polarisation; note: potency is the fitted concentration of half-maximal effect; % of control where 0% means no effect; many of its hits are not listed in these tables
# TSHR antagonist: human thyrotropin receptor antagonism | TSHR-expressing cells, TSH-stimulated cAMP HTRF, 2 h; active compounds read low | activity change, negative = inhibition, % at 11.5 µM | 330,000 tested, 0.2% active | AID 504810;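 active = activity change below a set negative limit, meaning inhibition stronger than a set level, cut at about -70% in these data; inconclusive = activity change between two set negative limits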; note: % is set by controls: 0 for no effect and ±100 for the full control effect
# Target sequence (P16473 whole entry, looked up): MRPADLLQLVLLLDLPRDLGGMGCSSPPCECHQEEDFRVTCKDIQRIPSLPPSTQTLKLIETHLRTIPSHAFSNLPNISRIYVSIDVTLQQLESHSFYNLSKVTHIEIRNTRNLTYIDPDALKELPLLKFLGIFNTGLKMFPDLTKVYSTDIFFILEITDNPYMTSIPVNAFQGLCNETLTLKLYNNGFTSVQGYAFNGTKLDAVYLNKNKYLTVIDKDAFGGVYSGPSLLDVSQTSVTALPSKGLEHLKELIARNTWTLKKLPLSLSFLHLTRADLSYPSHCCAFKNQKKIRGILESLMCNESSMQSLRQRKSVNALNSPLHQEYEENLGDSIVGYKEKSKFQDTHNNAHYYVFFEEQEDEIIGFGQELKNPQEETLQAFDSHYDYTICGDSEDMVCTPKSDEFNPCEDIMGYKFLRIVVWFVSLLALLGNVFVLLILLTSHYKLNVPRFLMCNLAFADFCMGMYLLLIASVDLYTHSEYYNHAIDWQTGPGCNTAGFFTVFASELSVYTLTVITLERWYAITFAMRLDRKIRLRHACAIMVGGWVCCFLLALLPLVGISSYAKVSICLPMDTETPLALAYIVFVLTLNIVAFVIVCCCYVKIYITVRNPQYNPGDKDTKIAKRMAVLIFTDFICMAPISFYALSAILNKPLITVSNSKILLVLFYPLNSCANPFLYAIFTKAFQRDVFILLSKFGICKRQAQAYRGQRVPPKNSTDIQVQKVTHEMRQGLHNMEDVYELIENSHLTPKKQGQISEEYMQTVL
#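 TSHR-expressing cells, 200/well, pre-treated with compound, then stimulated with EC80 TSH (4nM final) for 2 hours at 37 deg C. cAMP measured by competitive HTRF: anti-cAMP cryptate antibody in lysis buffer plus cAMP-d2, read after 30 minutes at room temperature.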
# Integrin act MD: activators of alpha7 integrin expression for muscular dystrophy; alpha7betagal myoblasts, beta-gal FDG fluorescence, 48 h; Potency, µM (titrated, usually from 38.3 µM), inactives show at the top dose activation, most hits filed as activators; 350,000 tested, 0.064% active;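 note: potency is the fitted concentration of half-maximal effect; 100% = response of the positive control SU9516; nearly all actives have a fitted effect of over 60% in size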
#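 Alpha7betagal+/- myoblasts (passage 13) were plated 16-24 hr, then exposed to compounds (1:260 dilution of DMSO stock) for 48 hours at 37C. After MPER lysis, β-galactosidase reporter activity was read as FDG fluorescence (ex 480/em 540) after 30 minutes.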
# TCR act: T cell receptor activation; primary human leukocytes, anti-CD3, IL-2 HTRF, 48 h; Potency, µM (highest dose often 9.22 µM), inactives show at the highest dose activation of IL-2 secretion, most hits filed as activators; 330,000 tested, under 10 active; AID 504894; note: % of control where 0% means no effect
#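 IL-2 produced over 48 hr by a-CD3 bead-stimulated primary human leukocytes exposed to compounds was detected with a homogeneous time-resolved FRET immunoassay, 665nm acceptor signal after 320nm excitation.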
# MBNL1 CUG block: MBNL1-poly(CUG) RNA binding inhibition; TR-FRET MBNL1-His/biotin-(CUG)12 binding, 665/545 ratio; Q9NR56; Potency, µM (highest dose often 57.5 µM), for inactives: at the top dose activity change, negative = inhibition, actives largely listed as inhibitors; 280,000 tested, 0.036% active; active = well fitted inhibition curve with a large enough effect in the signal ratio, with a control signal flat, not every such curve was filed as active; inconclusive = small, poorly fitted or top-dose-only effect, or effect the other way, or a change in a side signal; inactive = no such curve, though single readings can be large or run the other way; the % refers to the signal ratio; note: potency is the fitted concentration of half-maximal effect; % is set by controls: 0 for no effect and ±100 for the full control effect
#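 TR-FRET readout: Ex 340 nm, 665/545 nm emission ratio, normalized to buffer-only (basal) and MBNL1-(CUG)12 controls. Complex of MBNL1-His with Biotin-(CUG)12, compounds 92 nM–58 uM, incubated 60 min at room temperature.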
# PTAP TSG101 blk: blocks PTAP/TSG101 interaction to inhibit HIV-1 budding; Q99816; Fluorescence polarization, FITC-PTAP peptide / Tsg101 binding; Potency, µM (titrated, usually from 115 µM), without a hit: at the highest dose activity change, negative = inhibition, hits mostly inhibitors; 340,000 tested, under 10 active; active = well fitted inhibition curve with a large enough effect in the main read-out, with a control signal flat, not every such curve was filed as active; inconclusive = small, poorly fitted or top-dose-only effect, or effect the other way, or a change in a side signal; inactive = no such curve, though single readings can be large or run the other way; note: potency is the fitted concentration of half-maximal effect; % of control where 0% means no effect
#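 FP read-out: FITC-PTAP peptide, 50 nM final, binding Tsg101 binding domain, 10 uM final; 20 min, r.t.; 10 mM HEPES pH 7.5, 0.15 M NaCl, 0.01% Tween 20, 3 mM EDTA, 0.1 mM TCEP.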
# MLL CXXC-DNA inh: MLL CXXC-DNA interaction inhibition; Q03164; MLL-CXXC / FITC-HOXA9 DNA fluorescence polarization; Potency, µM (series often up to 115 µM), without a hit: at the highest dose activity change, negative = inhibition, actives largely listed as inhibitors; 290,000 tested, 0.037% active; active = well fitted inhibition curve with a large enough effect in the polarisation, with a control signal flat, not every such curve was filed as active; inconclusive = small, poorly fitted or top-dose-only effect, or effect the other way, or a change in a side signal; inactive = no such curve, though single readings can be large or run the other way; the % refers to the polarisation; note: potency is the fitted concentration of half-maximal effect
#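 Fluorescence polarization: 7 uM MLL-CXXC (stock) preincubated 5 min with compounds, then 50 nM fluorescein-HOX-A9 DNA (stock) added; 30 min ambient. Buffer 50 mM Tris-HCl pH 7.5, 50 mM NaCl, 1 mM DTT, 0.05% BSA.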
# Mito fusion act: inhibitors of mitochondrial division or activators of mitochondrial fusion; S. cerevisiae fusion-defective mutant growth rescue, CellTiterGlo 48 h; Potency, µM (doses to about 46.1 µM), without a hit: at the highest dose growth rescue (activation), usual class: activators; 320,000 tested, 0.23% active;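 note: potency is the fitted concentration of half-maximal effect; % of control where 0% means no effect; nearly all actives have a fitted effect of over 45% in size; temperature-sensitive fusion mutants such as fzo1-1 at 37 °C on non-fermentable ethanol glycerol medium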
#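 Temperature-sensitive fusion-defective S. cerevisiae (e.g. fzo1-1, mgm1-5) were grown with compound in YPEG medium (3% ethanol, 3% glycerol) for 48 hours at 37C. Growth rescue was measured as viability by CellTiterGlo luminescence after 10 minutes at ambient.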
# S-ASM inh: blocks human secretory acid sphingomyelinase. Potency, µM (top dose mostly 57.5 µM), for the others: at the top dose activity change, negative = inhibition, actives largely listed as inhibitors. 340,000 tested, 0.006% active. placental ASM, HMU-PC fluorogenic substrate, 60 min. AID 504937. P17405; note: potency is the fitted concentration of half-maximal effect
#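 Fluorescence read-out (Ex 386 nm, Em 447 nm) after stopping the reaction at pH 10. Enzyme: ASM from human placenta; substrate HMU-PC0, 9 uM final; 60 min, 37 °C. Compound preincubation 10 min, ambient temperature.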
# AT treatment: potential ataxia-telangiectasia treatment. Potency, µM (highest dose often 57.5 µM), for inactives: at the highest dose activation, actives largely listed as activators. […] A-T fibroblasts, KAP-1 phosphorylation AlphaLISA; neocarzinostatin DNA damage 30 min before lysis. 320,000 tested, 0.19% active; note: potency is the fitted concentration of half-maximal effect; % of control where 0% means no effect; nearly all actives have a fitted effect of over 45% in size
#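 ATM-like activity read as KAP-1 phosphorylation via AlphaLISA donor/acceptor antibody pairs after lysis and 6 hr at 25C. Cells were ATM-null patient fibroblasts ([…], hTERT), dosed 60 min, then exposed to the DSB inducer NCS for 30 min.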
# An asterisk follows results filed as active; ? = inconclusive; / = not tested or not shown; [ ] = remark or other dose. Unless noted, calls come from the whole dose curve; as a rule, active = well fitted curve in the direction sought with a large enough effect; inconclusive = small, poorly fitted or top-dose-only effect, or another doubt; inactive = no such curve, though single readings can be large; an effect the other way counts as inactive or inconclusive.
SMILES,Menin-MLL TR inh,TSHR antagonist,Integrin act MD,TCR act,MBNL1 CUG block,PTAP TSG101 blk,MLL CXXC-DNA inh,Mito fusion act,S-ASM inh,AT treatment
Cc1cc(C)c(S(=O)(=O)c2cccc(Cl)c2)c(Cl)n1,-5%,-18,13%,-4%,6%,-2%,3%,17%,6%,2%
C[C@@H]1CCC[C@@]2(O[C@H](CCO)C[C@H](O)[C@H]2O)O1,/,/,?,5%,/,0%,/,/,4%,/
CC(=O)Nc1sc2c(c1C(c1cccc(Cl)c1)N1CCN(CCO)CC1)CCCC2 (centres undefined),-22%,16,10%,-6%,2%,-2%,4%,-3%,-1%,-3%
Fc1ccc(Nc2ccnc(Nc3ccc(F)cc3)n2)cc1,?,-9,-5%,0%[46.1 µM],2%,2%,15%,11%,-12%,14%
CC(C)CNC(=S)NNC(=O)c1ccccc1OC(F)F,3%,-5,-19%[7.66 µM],0%,-5%,-6%,2%,-8%,0%,-1%
COc1ccc2c(c1)c1nnc(SCC(=O)N3CCCCC3C)nc1n2C (centres undefined),1%,-10,-6%,-2%,1%,-8%,2%,2%,-4%,0%
CCOc1cc(N2CCOCC2)c(OCC)cc1NC(=O)COc1ncnc2ccc(Br)cc12,3%,-5,-1%,-1%,1%,0%,19%,-3%,-2%,2%
COc1ccc(OC)c(/C=C/C(=O)OCC(=O)Nc2cccc(Oc3ccccc3)c2)c1,5%,7,22%,-3%[46.1 µM],0%,0%,-1%,4%,232%[activator],28%
O=C(C(Sc1ccccc1)c1ccc(Br)cc1)N1CCOCC1 (centres undefined),-8%,12,5%,2%[46.1 µM],2%,-2%,3%,-7%,-2%,-6%
O=C(NCCCN1CCCC1=O)c1ccc(S(=O)(=O)Nc2ccccc2)cc1,/,-1,-1%,0%,/,-4%,/,-1%,0%,9%

# At a glance, part of the list above:
SMILES,Menin-MLL TR inh,TSHR antagonist,Integrin act MD,TCR act,MBNL1 CUG block,PTAP TSG101 blk,MLL CXXC-DNA inh,Mito fusion act,S-ASM inh,AT treatment
Cc1cc(C)c(S(=O)(=O)c2cccc(Cl)c2)c(Cl)n1,-5%,-18,13%,-4%,6%,-2%,3%,17%,6%,2%
C[C@@H]1CCC[C@@]2(O[C@H](CCO)C[C@H](O)[C@H]2O)O1,/,/,?,5%,/,0%,/,/,4%,/

# (further entries)
SMILES,Menin-MLL TR inh,TSHR antagonist,Integrin act MD,TCR act,MBNL1 CUG block,PTAP TSG101 blk,MLL CXXC-DNA inh,Mito fusion act,S-ASM inh,AT treatment
O=C(NCCCn1ccnc1)c1cc2nc(-c3ccc(Br)cc3)cc(C(F)(F)F)n2n1,15%,-2,-34%,-5%[46.1 µM],?,-12%,2%,2%,37%,-2%
COc1cc(-c2nc3ccccn3c2/N=C/c2ccc(F)cc2)ccc1O,-1%,-14,-17%,-4%,?,-2%,2%,0%,18%,-1%
CCC(=O)NNc1nc2c(F)cc(F)cc2s1,13%,7,-8%,-5%,-3%,-1%,-12%,11%,-1%,1%
CCCCNC(=O)CCC(=O)Nc1ccc2nc(N3CCN(C)CC3)cc(C)c2c1,-9%,-5,20%,4%,7%,0%,9%,-24%,181%[activator],0%
CCOC(=O)C1(CCCc2ccccc2)CCN(Cc2nccn2CC)CC1,?,-6,-44%,-4%,11%,-12%,9%,-8%,2%,-1%
CCOC(=O)c1ccc(N=c2sc(C(=O)OC)cc(=O)n2Cc2ccc3c(c2)OCO3)cc1,10%,14,18%,1%,-3%,-3%,6%,0%,-2%,10%
O=C(CSc1nc2ccc([N+](=O)[O-])cc2s1)NCC1CCCO1 (centres undefined),17%,5,-1%,-4%,?,1%,24%,-2%,-1%,4%
CCOC(=O)C1(CCCc2ccccc2)CCN(Cc2cnn(C)c2)CC1,?,2,-52%[inhibitor],/,-7%,0%,4%,-4%,0%,5%
Cc1ccc(S(=O)(=O)N(CCCO)CC(O)CON=C2c3ccccc3-c3ccccc32)cc1 (centres undefined),17%,-10,-35%,-4%[46.1 µM],9%,-1%,-7%,?,-25%,-3%
Cc1c(NC(=O)CN2CCCc3ccccc32)c(=O)n(-c2ccccc2)n1C,-6%,-6,5%,13%,-4%,-8%,3%,-1%,-1%,2%
CCOc1ccc(C2CC(c3cccc(OC)c3)Nc3ncnn32)cc1 (centres undefined),-2%[11.7 µM],-9,-21%,1%,1%,-6%,-11%,-5%,2%,7%
O=c1[nH]c2ccc(Cl)cc2c(-c2ccccc2)c1SC(=S)N1CCOCC1,/,-5,1%,0%,27%,-2%,7%,2%,?,-3%
O=C(CSC(=S)N1CCCC1)Nc1ccc(Br)cc1Cl,/,-11,-41%[inhibitor],3%,/,-2%,/,-7%,-3%,16%
CC(=O)Nc1ccc(-c2nnc(SCc3ccc(C)cc3)n2C)cc1,-13%,-2,-24%,/,-1%,-4%,6%,3%,0%,3%
COc1ccccc1NC(=O)CSc1nnc(CC(=O)Nc2ccccc2)n1C,5%,2,-15%,-4%,-2%,-6%,-1%,-3%,0%,-1%
Cc1cc(C)n2cc(CSC3=NCCS3)nc2n1,-1%,5,-10%,3%,1%,-5%,-9%,-1%,-3%,6%
O=C(c1ccccc1Cc1ccccc1)N1CCN(S(=O)(=O)c2ccc(F)cc2)CC1,/,4,-16%,0%,/,1%,/,2%,/,4%
COc1ccc(Cn2nnnc2CN(CCCN2CCOCC2)Cc2cc3cc(OC)ccc3[nH]c2=O)cc1,-23%,-2,-10%,1%,-8%,-2%,-4%,4%,32%[activator],-6%
CC1CCN(CCNC(=O)c2ccc(NC(=O)C3CCCO3)cc2)CC1 (centres undefined),-16%,-2,0%,-1%,3%,-6%,-2%,-3%,6%,-9%
O=C(COC(=O)C1CC2CCCC(C1)C2=O)NC1CCCCC1 (centres undefined),/,2,-7%,-5%,/,3%,/,0%,4%,11%
CC(=O)Nc1ccc(NS(C)(=O)=O)cc1,-7%,-14,16%,2%,-10%,-4%,11%,-2%,-4%,/
COc1ccc(CNC(=O)Cn2nc(C(F)(F)F)c(Br)c2C)cc1,-3%,5,17%,-7%,0%,0%,15%,1%,1%,2%
CCOc1ccccc1NC(=O)c1nnn(-c2ccc3c(c2)OCCO3)c1N,?,-13,8%,-6%,-1%,-3%,8%,?,-2%,3%
CCN(Cc1nc(-c2ccccc2)no1)C(=O)COc1cccc(OC)c1,0%,44,13%,6%,-1%,-6%,-1%,-3%,-3%,17%
CCOc1ccc(CCNC(=O)CCc2nnc3ccc(N4CCCCC4)nn23)cc1OCC,-18%,-3,-1%,5%,-2%,-3%,/,3%,1%,4%
COc1ccc(CSc2nnc(CNS(C)(=O)=O)o2)cc1,/,5,-2%,-2%,-2%,-10%,-3%,0%,0%,4%
Cc1cc(-c2nn(C)c(=O)c3ccccc23)ccc1CNC(=O)NC1CCCCC1,-8%,4,6%,/,8%,-1%,1%,1%,-6%,-6%
CC(CC(=O)Nc1cccc(Cl)c1)c1ccccc1 (centres undefined),28%,-2,6%,-5%[46.1 µM],14%,-5%,3%,20%,-2%,5%
Cc1ccc(NC(=O)C(c2ccccc2)c2ccccc2)nc1,16%,-12,?,7%,5%,-10%,6%,-11%,-1%,4%
COc1ccc(N2CCN(C(=O)CNC(=O)c3ccc(C(C)(C)C)cc3)CC2)cc1,-10%,-5,-49%[inhibitor],-1%,1%,-8%,-7%,0%,-4%,2%
CC(=O)N1CCN(CC(=O)Nc2c(Cl)cc(Cl)cc2Cl)CC1,8%,5,23%,/,-1%,-2%,-4%,-6%,0%,-1%
CSCC[C@H](NC(=O)Nc1ccc(OC(F)(F)F)cc1)C(=O)O,/,0,36%,-1%,-13%,-5%,3%,5%,6%,6%
COC(=O)c1ccccc1NC(=O)CSc1nnc(-c2ccoc2C)n1C,3%,95,-4%,7%,0%,-4%,-6%,2%,-1%,-2%
Cc1cccn2cc(CCNC(=O)Cc3cccs3)nc12,/,-4,19%,0%,-2%,-4%,-12%,0%,2%,-27%
O=C(c1ccccc1NS(=O)(=O)c1cccc([N+](=O)[O-])c1)N1CCCC1,-2%,8,14%,7%,?,/,0%,1%,1%,1%
CC1CCCC(C)N1NC(=O)c1cccc(S(=O)(=O)N2CCc3ccccc32)c1 (centres undefined),-8%,-10,-11%,-1%,-4%,-1%,3%,1%,-1%,-5%

# Source: PubChem

# Not all compounds are listed; the hit share may differ from the screen's.
